Cav3 T inh – Cav3.2 calcium influx blockers – cell-based, Fluo-4 calcium fluorescence, FDSS, MLSMR library, primary screen; Voltage-dependent T-type calcium channel subunit alpha-1H (Homo sapiens), O95180; AID 449739, 2010; hit rate 4% among 100,000; B-score at 10 µM; Cav3.2-expressing cells; hits give low values;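 active means single-dose well whose peak fluorescence ratio is a statistical outlier from its plate by either plate-standardised score or position-corrected B-score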
Target sequence (O95180 whole entry, looked up): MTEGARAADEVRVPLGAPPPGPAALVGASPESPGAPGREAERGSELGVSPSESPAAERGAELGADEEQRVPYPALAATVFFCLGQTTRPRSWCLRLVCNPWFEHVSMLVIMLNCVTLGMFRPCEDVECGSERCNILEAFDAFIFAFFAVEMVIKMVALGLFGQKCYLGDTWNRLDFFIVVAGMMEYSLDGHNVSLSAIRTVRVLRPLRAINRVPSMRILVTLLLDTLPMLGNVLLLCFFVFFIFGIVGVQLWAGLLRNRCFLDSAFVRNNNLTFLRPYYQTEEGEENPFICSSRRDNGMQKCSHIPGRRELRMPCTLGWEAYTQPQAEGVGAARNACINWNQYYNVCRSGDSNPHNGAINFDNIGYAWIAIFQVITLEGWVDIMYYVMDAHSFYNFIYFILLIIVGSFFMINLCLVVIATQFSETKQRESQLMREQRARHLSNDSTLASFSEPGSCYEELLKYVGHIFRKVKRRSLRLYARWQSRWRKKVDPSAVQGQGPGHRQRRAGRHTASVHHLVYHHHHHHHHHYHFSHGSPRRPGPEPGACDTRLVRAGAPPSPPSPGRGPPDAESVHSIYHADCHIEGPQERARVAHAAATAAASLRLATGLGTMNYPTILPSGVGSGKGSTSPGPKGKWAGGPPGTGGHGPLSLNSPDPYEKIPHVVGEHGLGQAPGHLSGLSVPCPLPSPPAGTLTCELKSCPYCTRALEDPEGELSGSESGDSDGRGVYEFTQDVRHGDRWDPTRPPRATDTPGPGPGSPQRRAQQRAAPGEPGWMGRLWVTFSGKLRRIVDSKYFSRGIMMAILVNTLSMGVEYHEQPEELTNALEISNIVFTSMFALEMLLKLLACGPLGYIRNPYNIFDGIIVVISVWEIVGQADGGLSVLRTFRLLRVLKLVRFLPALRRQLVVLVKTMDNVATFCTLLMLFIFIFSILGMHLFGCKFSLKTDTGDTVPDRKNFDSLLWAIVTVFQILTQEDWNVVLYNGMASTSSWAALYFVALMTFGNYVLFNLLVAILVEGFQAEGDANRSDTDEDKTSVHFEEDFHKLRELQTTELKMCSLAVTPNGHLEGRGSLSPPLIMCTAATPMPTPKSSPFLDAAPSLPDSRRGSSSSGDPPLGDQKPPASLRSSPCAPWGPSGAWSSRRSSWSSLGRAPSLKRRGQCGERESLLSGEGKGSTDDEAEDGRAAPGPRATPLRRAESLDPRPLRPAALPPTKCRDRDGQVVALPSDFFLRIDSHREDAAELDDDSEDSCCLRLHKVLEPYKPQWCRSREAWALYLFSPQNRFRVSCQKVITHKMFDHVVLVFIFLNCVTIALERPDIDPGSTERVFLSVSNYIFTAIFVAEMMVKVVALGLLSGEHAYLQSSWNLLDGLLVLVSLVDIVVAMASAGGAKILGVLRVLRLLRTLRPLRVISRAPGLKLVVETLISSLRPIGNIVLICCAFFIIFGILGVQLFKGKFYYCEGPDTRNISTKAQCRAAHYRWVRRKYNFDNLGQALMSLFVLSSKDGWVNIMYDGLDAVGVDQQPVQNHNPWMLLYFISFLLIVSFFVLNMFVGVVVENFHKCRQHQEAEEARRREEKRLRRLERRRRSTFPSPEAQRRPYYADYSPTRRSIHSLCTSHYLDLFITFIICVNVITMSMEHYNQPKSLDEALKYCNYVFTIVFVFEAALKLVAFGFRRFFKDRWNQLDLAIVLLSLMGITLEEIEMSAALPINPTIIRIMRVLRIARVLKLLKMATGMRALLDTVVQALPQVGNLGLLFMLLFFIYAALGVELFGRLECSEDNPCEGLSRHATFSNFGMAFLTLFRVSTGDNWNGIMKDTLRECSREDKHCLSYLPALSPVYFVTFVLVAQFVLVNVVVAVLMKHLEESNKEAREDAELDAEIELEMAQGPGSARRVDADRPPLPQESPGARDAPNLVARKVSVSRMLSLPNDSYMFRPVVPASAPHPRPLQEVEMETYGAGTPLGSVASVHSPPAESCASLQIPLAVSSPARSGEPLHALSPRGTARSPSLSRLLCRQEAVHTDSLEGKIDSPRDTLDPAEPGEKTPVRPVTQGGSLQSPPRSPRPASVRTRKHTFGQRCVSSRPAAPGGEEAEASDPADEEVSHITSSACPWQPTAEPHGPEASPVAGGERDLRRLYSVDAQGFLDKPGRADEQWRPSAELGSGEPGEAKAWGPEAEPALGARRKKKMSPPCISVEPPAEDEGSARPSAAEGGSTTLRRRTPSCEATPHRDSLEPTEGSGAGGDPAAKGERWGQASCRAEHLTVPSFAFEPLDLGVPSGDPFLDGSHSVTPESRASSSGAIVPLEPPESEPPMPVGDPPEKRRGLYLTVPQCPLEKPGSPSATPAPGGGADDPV
Numbers without * were called inactive.

The first 17 compounds, to show the layout:
SMILES	Cav3 T inh
COc1ccc(C(=O)c2ccc(N3CCN(C4CC(=O)NC4=O)CC3)cc2)cc1F (stereo unspecified)	0.0867
COc1ccc(CNC(=O)CN(Cc2ccc(C)cc2)S(=O)(=O)c2ccc(Cl)cc2)cc1	-0.0787
CCOC(=O)Cn1cnc2c(nnn2-c2ccc(C)cc2)c1=O	-2.31
O=C1c2ccccc2C(=O)N1Cc1nc(-c2ccncc2)no1	0.0754
COc1ccc(-c2nnc(SC(=O)N3c4ccccc4Sc4ccccc43)o2)cc1	-0.585
CCCCCCCC(=O)N/N=C(/C)c1c(O)cc(C)oc1=O	0.0208
C=CCn1c(SCC(=O)Nc2cccc3ccccc23)nc(O)c(CC)c1=O	0.82
CCNc1nc(Cl)nc(N(NC(C)=O)C(C)CC)n1 (stereo unspecified)	0.964
OC(CC1CC12c1ccccc1-c1ncccc12)(c1ccccc1)c1ccccc1 (stereo unspecified)	-2.33
O=C(NCCC1=CCCCC1)c1coc(=O)c(Br)c1	0.168
O=C(NCc1cccnc1)C1CCN(S(=O)(=O)N2CCC3(CC2)OCCO3)CC1	0.793
CCCCCCOc1ccc(-c2ccc(C#N)cn2)cc1	-0.173
COc1ccc(Nc2ccc3nnc(-c4ccc(Br)cc4)n3n2)cc1	-0.0967
CCN(CC)C(=O)C1CCCN(c2ccc([N+](=O)[O-])cc2/C=N/NC(=O)c2cccc(O)c2)C1 (stereo unspecified)	0.435
Cn1ccnc1Sc1nnnn1-c1ccccc1	-0.0735
Cc1ccc(CCNC(=O)CN2CCN(Cc3ccccc3F)C2=O)cc1	-0.416
COC(=O)c1c(-c2ccc(OC)c(OC)c2)csc1N	-1.49

All compounds of this part (from the top)
SMILES	Cav3 T inh
COc1ccc(C(=O)c2ccc(N3CCN(C4CC(=O)NC4=O)CC3)cc2)cc1F (stereo unspecified)	0.0867
COc1ccc(CNC(=O)CN(Cc2ccc(C)cc2)S(=O)(=O)c2ccc(Cl)cc2)cc1	-0.0787
CCOC(=O)Cn1cnc2c(nnn2-c2ccc(C)cc2)c1=O	-2.31
O=C1c2ccccc2C(=O)N1Cc1nc(-c2ccncc2)no1	0.0754
COc1ccc(-c2nnc(SC(=O)N3c4ccccc4Sc4ccccc43)o2)cc1	-0.585
CCCCCCCC(=O)N/N=C(/C)c1c(O)cc(C)oc1=O	0.0208
C=CCn1c(SCC(=O)Nc2cccc3ccccc23)nc(O)c(CC)c1=O	0.82
CCNc1nc(Cl)nc(N(NC(C)=O)C(C)CC)n1 (stereo unspecified)	0.964
OC(CC1CC12c1ccccc1-c1ncccc12)(c1ccccc1)c1ccccc1 (stereo unspecified)	-2.33
O=C(NCCC1=CCCCC1)c1coc(=O)c(Br)c1	0.168
O=C(NCc1cccnc1)C1CCN(S(=O)(=O)N2CCC3(CC2)OCCO3)CC1	0.793
CCCCCCOc1ccc(-c2ccc(C#N)cn2)cc1	-0.173

2 entries picked at random from the list so far:
SMILES	Cav3 T inh
COc1ccc(CNC(=O)CN(Cc2ccc(C)cc2)S(=O)(=O)c2ccc(Cl)cc2)cc1	-0.0787
CCNc1nc(Cl)nc(N(NC(C)=O)C(C)CC)n1 (stereo unspecified)	0.964

The list goes on.
SMILES	Cav3 T inh
COc1ccc(Nc2ccc3nnc(-c4ccc(Br)cc4)n3n2)cc1	-0.0967
CCN(CC)C(=O)C1CCCN(c2ccc([N+](=O)[O-])cc2/C=N/NC(=O)c2cccc(O)c2)C1 (stereo unspecified)	0.435
Cn1ccnc1Sc1nnnn1-c1ccccc1	-0.0735
Cc1ccc(CCNC(=O)CN2CCN(Cc3ccccc3F)C2=O)cc1	-0.416
COC(=O)c1c(-c2ccc(OC)c(OC)c2)csc1N	-1.49
CC(C)C(c1nnnn1C1CCCCC1)N1CCCc2ccccc21 (stereo unspecified)	0.00169
CCOC(=O)C1CCN(C(=O)c2sc3ncnc(N4CCC(C)CC4)c3c2C)CC1	-1.37
CCN1C(=O)N(C)C2(c3ccccc3)N(C)C(=O)N(C)C12c1ccccc1 (stereo unspecified)	0.48
c1ccc(Cn2ccc(-c3cnc(-c4ccccc4)s3)n2)cc1	-0.367
CS(=O)(=O)N(CC(=O)Nc1cccc(F)c1)c1cccc([N+](=O)[O-])c1	-0.91
CC(C)N(C(=O)COc1ccc(Br)cc1Cl)C(C)C	-5.55*
CCCCOC(=O)C1=C(C)Nc2ncnn2C1c1ccc(OC)c(OC)c1OC (stereo unspecified)	0.0338
C#CCOCCOCCOCCNc1nc(N2CCN(C(=O)[C@H]([C@@H](C)CC)n3cc([C@@H](N)Cc4ccc(O)cc4)nn3)CC2)nc(N2CCN(C(=O)[C@H](CCCCN)n3cc([C@@H](N)C(C)CC)nn3)CC2)n1 (stereo partly specified)	0.31
CCCOc1c(OC)cccc1C1CC(=O)Nc2cc(OC)c(OC)c(OC)c21 (stereo unspecified)	-0.294
Cc1ccccc1-n1c(SCC(=O)Nc2ccc3c(c2)OCO3)nnc1-c1ccccn1	-1.34
COc1ccccc1OCc1nnc(SCC(=O)NCc2ccco2)n1-c1ccccc1	-0.192
Cc1ccc(C2=NN3C(C2)c2ccccc2OC32C(=O)Nc3ccccc32)cc1 (stereo unspecified)	-1.61
O=C1CCCCCC1C1(O)C(=O)Nc2ccccc21 (stereo unspecified)	0.00123
CCCCC(=O)NC(N1CCCCC1)C(Cl)(Cl)Cl (stereo unspecified)	-2.57
COc1ccccc1-c1nc2n(n1)C(c1ccccc1Cl)C(C(N)=O)=C(C)N2 (stereo unspecified)	0.62
C#CCn1c(S(=O)(=O)Cc2ccc(F)cc2)nc(-c2ccccc2)c1-c1ccccc1	-3.8*
COC(=O)c1ccccc1S(=O)(=O)N1Cc2cc([N+](=O)[O-])ccc2Oc2ccccc21	-3.03
CC(C)CC(=O)N1CCN(S(=O)(=O)c2ccccc2)CC1	0.283
Cc1nnc(NC(=O)CCC(=O)N2CCC(C)CC2)s1	0.109
Cn1c(CCc2ccccc2)nnc1SCC(=O)N1CCCC1	0.478
CSc1nc(N)c(C#N)c(-c2ccccc2Cl)c1C#N	0.234
O=C1CN(C(=O)c2ccc(Br)o2)C(c2ccccc2)c2cc(F)ccc2N1 (stereo unspecified)	-1.68
COc1ccc(NC(=O)Nc2ccc(N(C)C)cc2)cc1	0.0836
CCOC(=O)C1=C(CSCc2ccccc2)NC(=O)NC1c1cc(C)ccc1C (stereo unspecified)	-3.1
NC(=O)CSc1nnc(-c2ccc(S(=O)(=O)N3CCOCC3)cc2)n1CC1CCCO1 (stereo unspecified)	0.211
CCN=C1SC(CC(=O)Nc2sc3c(c2C#N)CCCC3)C(=O)N1CC (stereo unspecified)	0.0259
COCCOC(=O)C1=C(C)Nc2ncnn2C1c1ccc(F)cc1 (stereo unspecified)	-0.48
Cc1ccccc1NC1=C(Cl)C(=O)OC1OC(=O)c1ccco1 (stereo unspecified)	0.232
CC1SC(c2ccccc2Cl)NC1=O (stereo unspecified)	0.255
COc1ccc(OC)c(NC(=O)CSc2ncccn2)c1	0.945
Cc1ccc2oc3c(c(=O)c2c1)C(c1cccs1)N(CCCN(C)C)C3=O (stereo unspecified)	0.817
CCN(CC)CCN1C(=O)C(=O)/C(=C(/O)c2ccncc2)C1c1ccccc1 (stereo unspecified)	-0.0909
O=C(Nc1sc2c(c1C(=O)NCC1CCCO1)CCCC2)c1cccs1 (stereo unspecified)	-0.28
O=C(O)CNc1nc(-c2ccccc2)nc2ccccc12	0.613
Cc1oc(-c2ccccc2Cl)nc1Cn1cccc1C1=NC(c2ccccc2)CO1 (stereo unspecified)	-6.71*
CCCNC(=O)c1ccc(OC)cc1OC	0.222
COc1cccc(Nc2ncccc2C(=O)O)c1	1.64
COC(=O)C1=C(N)Oc2cc(C)n(CC3CCCO3)c(=O)c2C1c1ccccc1 (stereo unspecified)	-0.149
CCOC(=O)c1ccc(N2C(=O)CC(C3CCCO3)C2=O)cc1 (stereo unspecified)	0.0753
Nc1c(S(=O)(=O)c2cccc(Cl)c2)c2nc3ccccc3nc2n1CCN1CCOCC1	-0.918
Cc1ccc(N(CC(=O)NCC2CCCO2)S(C)(=O)=O)cc1Cl (stereo unspecified)	2.38
COC(=O)c1cc2sc(Cl)cc2n1CC(=O)Nc1ccc(OC)c(OC)c1OC	-1.85
Cn1c(=O)c2c(nc(CN3CCN(c4ccccc4F)CC3)n2CCCc2ccccc2)n(C)c1=O	-3.19
CCOC(=O)N1CCN(CC(O)COC2CC(C)CCC2C(C)C)CC1 (stereo unspecified)	-1.61
O=C(c1ccco1)N1CCN(C(=O)c2ccc(COc3ccc(F)cc3)o2)CC1	0.363
COc1ccc(-c2nnc3sc(-c4ccccn4)nn23)cc1	1.02
CCN(CC)C(=O)CSc1nc(O)cc(=O)n1CC	0.601
CN(C)CC(O)COc1cc2ccccc2cc1C(=O)N1CCCCC1 (stereo unspecified)	1.29
O=C(CSc1nncs1)N1c2ccccc2Sc2ccccc21	0.402
CCN(CC)CCOc1cccc(C(C)C)c1	-0.0351
O=C(O)CC(CNS(=O)(=O)c1ccccc1)c1ccccc1 (stereo unspecified)	-1.22
O=C(c1cc(C2CC2)on1)N1CCOCC1	-0.322
O=c1c2c3c(sc2n(CCN2CCCC2)c(=O)n1Cc1ccco1)CCCCC3	-0.0562
COc1ccc(Cl)cc1NC(=O)c1ocnc1C	-0.386
O=C(COc1ccccc1Cl)N1CCN(c2ccc([N+](=O)[O-])c(N3CCOCC3)c2)CC1	-0.585

(further entries)
SMILES	Cav3 T inh
Cc1ccc2oc3nc(C)c(C(=O)O)cc3c(=O)c2c1	1.48
CN1CC(=O)NC1=NC(=O)c1cc(F)c(F)cc1Cl	0.9
COc1ccc(NC(=O)N(CCC(C)C)C(C)c2ccccn2)c(OC)c1 (stereo unspecified)	-2.65
Cc1cc(C)cc(N(C(=O)C(F)(F)F)C(C(=O)NC2CCCCC2)c2cccs2)c1 (stereo unspecified)	-0.0531
Cc1ccc(N(C(C)C(=O)Nc2ccc(S(=O)(=O)N3CCOCC3)cc2)S(C)(=O)=O)cc1 (stereo unspecified)	-1.13
O=C(O)c1cc(=O)c2cc(Cl)ccc2o1	-0.0351
CCOC(=O)c1cccc(NC(=O)CSc2nnc(-c3ccoc3C)n2CCOC)c1	0.287
Cc1ccc(N2C(=O)C3C4CC(=O)C(c5ccccc54)C3C2=O)cc1 (stereo unspecified)	-0.319
COc1cccc(N2CC(C(=O)Nc3ccc(C(=O)OC(C)C)cc3)CC2=O)c1 (stereo unspecified)	-4.56*
CCOC(=O)CNC(=O)CSc1nnc(Cn2c(=O)sc3ccccc32)n1-c1ccccc1C	0.244
CCOC(=O)C1=C(C)N=C2SC(C)C(=O)N2C1c1ccc(C(=O)OC)cc1 (stereo unspecified)	-7.5*
CCc1nnc(NC(=O)C2CCCN(c3nc(C)cc(C)n3)C2)s1 (stereo unspecified)	0.0203
Cc1scc(C(=O)NCc2ccco2)c1-c1ccccc1	-0.244
COc1ccc(/C=C2/SC(c3ccc(C)cc3)=NC2=O)cc1OC	-2.63
CC1CCN(S(=O)(=O)c2ccc(NC(=O)CSc3nnnn3C)cc2)CC1	-0.112
CS(=O)(=O)N1CCN(c2ncccn2)CC1	-0.415
Cc1cc(C)c2[nH]c(=O)c(CN(Cc3ccco3)C(=O)C3CCCO3)cc2c1 (stereo unspecified)	0.0335
CCSc1sccc1C1C(C#N)=C(N)N(c2cccnc2)C2=C1C(=O)CC(C)(C)C2 (stereo unspecified)	2.82
Nc1nc(CSc2ccccn2)nc(Nc2ccccc2)n1	0.121
COc1cccc(C(=O)NC2CCN(CC(=O)Nc3nccs3)CC2)c1	1.64
CC(C)=CCc1c(O)cc2c(=O)c3ccc(O)cc3oc2c1O	0.131
O=C(O)c1cc2ccccc2c(=O)s1	0.218
CCOc1cc(CNn2cnnc2)ccc1OCC(=O)NC1CCCCC1	-0.131
C#CCNC(=O)C1=C[C@H](c2cn(C(C)=O)c3ccccc23)C[C@H](OCc2ccc(CO)cc2)O1	-1.28
CCC(C)C(NC(=O)c1ccccc1NC(=O)c1ccco1)C(=O)O (stereo unspecified)	0.328
Cc1ccc(-c2nc3ncccn3c2NC(=O)C2CC2)cc1	0.653
CCC(C)(C)n1nnnc1CN(Cc1cccs1)Cc1cc2cc(OC)ccc2[nH]c1=O	-0.803
CCN(CC)CCN1C(=O)C(=O)/C(=C(/O)c2cnn(-c3ccccc3)c2C)C1c1cccnc1 (stereo unspecified)	-0.0361
COc1ccc(N2CCN(C(c3cccs3)C(C)NC(=O)c3ccco3)CC2)cc1 (stereo unspecified)	0.0228
O=C(NCc1ccccc1Cl)c1cnc2n(c1=O)CCS2	-0.125
O=C(NCCN1CCOCC1)c1cc(-c2ccc(Cl)cc2)on1	1.11
CCN1CCN(c2ncc(C(=O)N3CCCc4ccccc43)c3ccccc23)CC1	1.14
O=C(C1CCC1)N1CCc2cc(S(=O)(=O)N3CCc4ccccc4C3)ccc21	-1.19
Cn1c(=O)c2c(nc(CN3CCN(C(=O)c4ccco4)CC3)n2Cc2ccccc2F)n(C)c1=O	1.65
Cc1cc2c3c(c1)C1(C(=O)N3C(C)(C)CC2C)C(C#N)=C(N)OC2=C1C(=O)CC(C)(C)C2 (stereo unspecified)	0.0421
Clc1ccc(-c2nnc(SCc3nc4ccccc4[nH]3)o2)c(Cl)c1	-0.722
CCc1ccc(C2(C)SC(NC(C)=O)=NN2C(C)=O)cc1 (stereo unspecified)	0.598
Cc1[nH]n2c(=O)c3c(nc2c1-c1ccccc1)CCCC3	1.1
COc1ccc(-c2nnc(-c3ccc(Br)o3)o2)cc1OC	-0.00735
Cc1cccc(N2CCN(C(=O)Cn3cccc3)CC2)c1C	-0.149
COCCOC(=O)C1=C(C)NC(=O)NC1c1cn(-c2ccccc2)nc1-c1cccs1 (stereo unspecified)	-1.04
Cc1cccc(C(=O)N2CCCN(C(=O)c3cccc(C)c3)CC2)c1	2.86
Cc1cccc(OCc2nnc(SCC(=O)N3CCCC3)n2C)c1	-0.47
CCOC(=O)C1CCN(C=Nc2cc(C)on2)CC1	-1.12
O=S(=O)(NCc1ccccc1)c1cnc[nH]1	0.122
Oc1ccccc1C1=NOC(O)(C(F)F)C1 (stereo unspecified)	-0.789

A portion of the library; the hit share may differ from the screen's.
